Bioassay records deposited in PubChem by National Center for Advancing Translational Sciences (NCATS).
Nrf2 block: Nrf2 pathway inhibition; A549 ARE-Fluc reporter, luciferase luminescence, 18-24 h; 360,000 tested, 2.1% active; Potency, µM (top dose mostly 46 µM), inactives show at the top dose activity change, negative = inhibition, most hits filed as inhibitors; also: potency is read from the fitted curve at half-maximal effect; % is scaled to controls: 0 for no effect and ±100 for the full control effect; nearly all actives have a fitted effect of over 60% in size
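A549 ARE_Fluc cells, 5000/well, 5% FBS OPTI-MEM; compounds in dose-response, 18-24 h at 37 °C/5% CO2; CellTiter-Fluor viability read (Ex 405/Em 525), then BugLite luciferase luminescence = Nrf2 activity.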
A549 tox: counter-screen for Nrf2 inhibitors: cytotoxicity in A549 cells | A549 ARE-Fluc cells, CellTiter-Fluor viability, 18-24 h | 390,000 tested, 0.16% active | Potency, µM (highest dose often 46 µM), for inactives: top-dose activity change, negative = cytotoxicity, usual class: inhibitors; also: potency is read from the fitted curve at half-maximal effect; % is scaled to controls: 0 for no effect and ±100 for the full control effect
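A549 ARE-Fluc cells in 5% FBS OPTI-MEM, 5000 cells/well, rested 2 h then exposed to compounds in concentration-response for 18-24 h at 37 °C. Viability by CellTiter-Fluor fluorescence (Ex 405/Em 525) after 30 min; luciferase luminescence (BugLite, 15 min, RT) read afterwards.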
CCT modulator: modulators of cytosolic chaperonin (CCT/TRiC) activity. purified chaperonin ATPase assay, HTRF ADP detection, 30 min. 360,000 tested, 0.3% active. activity change, % (test concentration not listed), hits read low; in the data active = activity change below about -30%; also: % is scaled to controls: 0 for no effect and ±100 for the full control effect
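We incubate TRiC, 40 or 20 nM final, with library compounds at 76 uM and 10 uM ATP for 30 min at 37 °C. ADP formed is detected with Transcreener HTRF reagents after 30 min at room temperature.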
Mm-Cpn inhibitor: inhibitors of Methanococcus maripaludis chaperonin (MmCpn); purified Mm-Cpn ATPase, ADP Transcreener TR-FRET; Potency, µM (highest dose often 76.9 µM), for inactives: top-dose activity, negative = inhibition, usual class: inhibitors; 330,000 tested, 0.031% active; AID 504842; also: potency is read from the fitted curve at half-maximal effect; % is scaled to controls: 0 for no effect and ±100 for the full control effect; nearly all actives have a fitted effect of over 80% in size
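Measured: ADP formation by purified Mm-CPN. Conditions: 25 nM protein, 10 uM ATP, Tris pH 7.4 with Mg2+, K+ and DTT, 37°C for 30 min. Detection: Transcreener HTRF after 30 min at room temperature.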
TGFb SMAD3 inh: TGF-b pathway inhibition; Potency, µM (doses to about 46.1 µM), inactives show top-dose activity, negative = inhibition, usual class: inhibitors; HepG2 CAGA-GFP TGF-b/SMAD3 reporter, GFP fluorescence, 18 h; TGF-beta stimulated, 500 pg/mL final; AID 588855; 410,000 tested, 1.2% active; also: potency is read from the fitted curve at half-maximal effect; % is scaled to controls: 0 for no effect and ±100 for the full control effect; nearly all actives have a fitted effect of over 65% in size
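Inhibition of TGF-beta-driven CAGA-GFP reporter expression in HEPG2 cells is measured by cellular GFP fluorescence after 18 h stimulation with 500 pg/mL recombinant TGF-beta in 1% FBS medium at 37 degrees C.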
EPAC2 ag: activates human EPAC2 exchange factor | Q8WZA2 | EPAC2 activation, biochemical qHTS; response scale: 100% = 6.5 mM cAMP response | Potency, µM (highest dose often 154 µM), without a hit: at the top dose activation, usual class: activators | 360,000 tested, 0.079% active; also: potency is read from the fitted curve at half-maximal effect; nearly all actives have a fitted effect of over 50% in size
Target sequence (Q8WZA2 whole entry, looked up): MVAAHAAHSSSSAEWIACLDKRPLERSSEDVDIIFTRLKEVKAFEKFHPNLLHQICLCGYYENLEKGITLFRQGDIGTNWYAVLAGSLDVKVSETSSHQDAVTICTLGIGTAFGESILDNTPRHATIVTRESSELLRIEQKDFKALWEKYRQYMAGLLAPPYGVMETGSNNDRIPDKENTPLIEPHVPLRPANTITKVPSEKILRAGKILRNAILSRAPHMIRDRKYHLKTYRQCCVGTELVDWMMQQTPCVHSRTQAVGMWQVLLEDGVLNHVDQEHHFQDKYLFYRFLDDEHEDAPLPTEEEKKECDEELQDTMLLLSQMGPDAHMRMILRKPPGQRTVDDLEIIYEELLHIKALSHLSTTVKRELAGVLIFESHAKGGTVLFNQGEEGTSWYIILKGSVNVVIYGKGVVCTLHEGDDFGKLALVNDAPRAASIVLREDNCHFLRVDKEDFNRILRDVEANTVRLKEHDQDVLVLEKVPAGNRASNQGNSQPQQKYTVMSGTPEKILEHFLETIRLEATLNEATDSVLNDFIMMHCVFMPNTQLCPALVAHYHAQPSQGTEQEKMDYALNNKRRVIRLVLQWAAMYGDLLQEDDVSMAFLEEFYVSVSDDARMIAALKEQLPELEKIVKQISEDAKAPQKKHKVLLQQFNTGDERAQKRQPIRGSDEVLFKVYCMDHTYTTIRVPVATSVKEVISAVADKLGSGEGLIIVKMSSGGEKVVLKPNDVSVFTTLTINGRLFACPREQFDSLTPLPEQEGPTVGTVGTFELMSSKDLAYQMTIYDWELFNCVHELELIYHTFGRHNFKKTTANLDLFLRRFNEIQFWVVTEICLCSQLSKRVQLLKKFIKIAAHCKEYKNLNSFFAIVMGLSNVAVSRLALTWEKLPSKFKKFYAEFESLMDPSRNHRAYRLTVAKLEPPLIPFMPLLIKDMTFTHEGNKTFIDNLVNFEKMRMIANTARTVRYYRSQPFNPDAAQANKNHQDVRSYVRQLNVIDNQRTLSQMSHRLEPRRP
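Exchange assay: 100 nM EPAC2 with 250 nM Rap1B-BODIPY-GDP and 50 uM GDP. Fluorescence (ex 480/em 540 nm) read every 5 min for 30 min at room temperature. Data normalized to 6.5 mM cAMP as agonist control.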
EPAC2 antag: antagonists of human EPAC2. Q8WZA2. EPAC2 GEF exchange of Rap1B-BODIPY-GDP, fluorescence. Potency, µM (doses to about 114 µM), without a hit: at the highest dose activity, negative = inhibition, hits mostly inhibitors. 360,000 tested, 0.18% active. AID 720708; also: potency is read from the fitted curve at half-maximal effect; % is scaled to controls: 0 for no effect and ±100 for the full control effect; nearly all actives have a fitted effect of over 45% in size; many of its hits are not listed in these tables
Nrf2 activator: activates Nrf2 signaling; AREc32 ARE-luciferase reporter (MCF7-derived line), luminescence, 24 h; Potency, µM (doses to about 46.1 µM), inactives show at the highest dose activation, actives largely listed as activators; 410,000 tested, 0.31% active; AID 624171; also: potency is read from the fitted curve at half-maximal effect; % of control where 0% means no effect; nearly all actives have a fitted effect of over 65% in size
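Quantitative high-throughput format: AREc32 reporter cells, 1000 per well, received compound by pin transfer and were incubated 24 hr at 37 deg C, 5% CO2, before Steady-Glo luminescence detection.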
pAkt inh: inhibitors of Akt phosphorylation | 360,000 tested, 0.32% active | Neuro2A IGF-stimulated pAkt S473 HTRF, 20 min; active compounds read low | activity change, % for hits at 50 µM; in the data active = activity change below about -80%; inconclusive = mostly about -51% to -80%; also: % is scaled to controls: 0 for no effect and ±100 for the full control effect
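Neuro2A cells (4,500/well, DMEM with 0.5% FBS) were treated with compound at a single 50 µM final concentration, stimulated with 6 nM IGF for 20 min at 37 °C, and lysed. Phospho-Akt Ser473 was read by HTRF as 665/615 ratio ×10^4.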
* hit, by the source's call; i = inactive; u = inconclusive; x = not tested or not shown; [ ] = remark or other dose. Unless noted, calls follow the shape of the dose curve; as a rule, active = well fitted curve in the direction sought with a large enough effect; inconclusive = small, poorly fitted or top-dose-only effect, or another doubt; inactive = no such curve, though single readings can be large; an effect the other way counts as inactive or inconclusive.

No.	SMILES	Nrf2 block	A549 tox	CCT modulator	Mm-Cpn inhibitor	TGFb SMAD3 inh	EPAC2 ag	EPAC2 antag	Nrf2 activator	pAkt inh
1	Cc1ccc(S(=O)(=O)Cc2ccc(C(=O)O)o2)cc1	13%	7%	2.3	2%	8%	8%	-3%	-0.9%	i
2	COc1ccc2c(c1)c1c(c(=O)n(CCc3ccccc3)c(=O)n1Cc1cccc(F)c1)n2C	u	13%	x	x	7%	x	x	4.1%	x
3	C=C(C)c1cccc(C(C)(C)NC(=O)Nc2cccnc2)c1	-22%	-1%	-6.3	2%	-4%	3%	-4%	0.0%[9.22 µM]	i
4	COc1ccc(/C=N/NC(=O)CN(C2=NS(=O)(=O)c3ccccc32)c2ccccc2)cc1	12%	-1%	-1.2	2%	-3%	-16%	-2%	-0.3%	i
5	COc1ccc(-c2cn[nH]c2-c2ccc(OCc3ccccc3)cc2O)cc1	-7%	3%	0.1	-7%	u	22%	-10%	-0.4%	i
6	CCOc1ccc(-c2c(C(=O)N/N=C/c3ccco3)nnn2-c2nonc2N)cc1	u	0%	-2.1	2%	-17%	-10%	15%	4.0%	i
7	CCCN1CCC(NC(=S)Nc2ccc(C(=O)OCC)cc2)CC1	2%	-9%	0.0	1%	2%	-4%	0%	2.5%	i
8	CN(c1cccc(Cl)c1)S(=O)(=O)c1cccc(C(=O)Nc2ccc3c(c2)CCC3)c1	u	10%	-0.6	-4%	-13%	3%	6%	0.9%	i
9	O=C(NCCc1ccc(Cl)cc1)C1CC(=O)N(CCc2ccccc2)C1 (stereo not given)	-2%	-3%	0.0	-1%	2%	-3%	-6%	-0.4%	i
10	CC1CCCC(NC(=O)COC(=O)c2ccc([N+](=O)[O-])s2)C1C (stereo not given)	u	-3%	-0.8	-2%	-28%	4%	8%	-0.2%	i
11	CC(C)C(=O)Nc1ccc(NC(=O)c2ccco2)cn1	u	2%	2.5	-4%	-13%	3%	5%	0.1%	i
12	CC(=O)Nc1ccc2nc(NC(=O)c3cccnc3)sc2c1	-3%	5%	-0.6	0%	0%	2%	-5%	0.2%	i
13	CC(C)N1CCC(N2CCN(C3CCCCC3)CC2CCO)CC1 (stereo not given)	0%	-10%	-0.3	2%	4%	-1%	-11%	0.5%	i
14	Cc1ccc(C(=O)N2CCN(c3ccccc3)CC2)cc1S(=O)(=O)N1CCCC1	21µM*	-11%	-1.0	0%	-31%	7%	-5%	1.9%	-107%*
15	COc1cc(C(=O)Nc2ccc(S(=O)(=O)Nc3cnc4ccccc4n3)cc2)cc(OC)c1OC	u	-19%	0.9	-1%	7%	9%	5%	4.3%	i
16	Nc1nnc(SC2CC(=O)N(c3ccccc3)C2=O)s1 (stereo not given)	-18%	-7%	-97*	0%	2%	-4%	-4%	0.9%	i
17	CCOC(=O)C1CCCN(C(=O)C(=O)c2cn(CC(=O)N3CCOCC3)c3ccccc23)C1 (stereo not given)	5%	-5%	-1.2	-4%	-1%	2%	-1%	-0.1%	i
18	O=C(COC(=O)c1ccccc1O)Nc1cccc(S(=O)(=O)NC2=NCCCCC2)c1	-8%	5%	-1.9	2%	-1%	0%	-11%	-0.3%	i
19	O=C(CSc1nc(-c2ccccc2)cc(C(F)(F)F)n1)NCCN1CCOCC1	-5%	3%	-1.0	0%	1%	10%	-7%	1.6%	i
20	O=C(NCc1ccc(F)cc1)C1CCN(S(=O)(=O)N2CCOCC2)CC1	-6%	-4%	0.2	4%	3%	7%	0%	0.1%	i
21	CCOC(=O)CNc1ncc([N+](=O)[O-])cc1C#N	-7%	0%	-1.0	1%	8%	-3%	18%	0.4%	i
22	O=C(O)CCSCCC(=O)O	-10%	-2%	-0.5	-1%	-4%	4%	4%	-0.1%	-106%*
23	COc1ccc(S(=O)(=O)N2CCOCC2)cc1NC(=O)CCNC(=O)c1ccc(Cl)cc1	u	4%	1.3	3%	10%	1%	1%	0.2%	i

An excerpt of these results, screen by screen.
12: CC(=O)Nc1ccc2nc(NC(=O)c3cccnc3)sc2c1
13: CC(C)N1CCC(N2CCN(C3CCCCC3)CC2CCO)CC1 (stereo not given)
14: Cc1ccc(C(=O)N2CCN(c3ccccc3)CC2)cc1S(=O)(=O)N1CCCC1
15: COc1cc(C(=O)Nc2ccc(S(=O)(=O)Nc3cnc4ccccc4n3)cc2)cc(OC)c1OC
16: Nc1nnc(SC2CC(=O)N(c3ccccc3)C2=O)s1 (stereo not given)
Assay by compound,12,13,14,15,16
Nrf2 block,-3%,0%,21µM*,u,-18%
A549 tox,5%,-10%,-11%,-19%,-7%
CCT modulator,-0.6,-0.3,-1.0,0.9,-97*
Mm-Cpn inhibitor,0%,2%,0%,-1%,0%
TGFb SMAD3 inh,0%,4%,-31%,7%,2%
EPAC2 ag,2%,-1%,7%,9%,-4%
EPAC2 antag,-5%,-11%,-5%,5%,-4%
Nrf2 activator,0.2%,0.5%,1.9%,4.3%,0.9%
pAkt inh,i,i,-107%*,i,i

Whole records as entered above:
Profile of CC(C)C(=O)Nc1ccc(NC(=O)c2ccco2)cn1 → Nrf2 block = u; A549 tox = 2%; CCT modulator = 2.5; Mm-Cpn inhibitor = -4%; TGFb SMAD3 inh = -13%; EPAC2 ag = 3%; EPAC2 antag = 5%; Nrf2 activator = 0.1%; pAkt inh = i
Profile of COc1ccc2c(c1)c1c(c(=O)n(CCc3ccccc3)c(=O)n1Cc1cccc(F)c1)n2C → Nrf2 block = u; A549 tox = 13%; CCT modulator = x; Mm-Cpn inhibitor = x; TGFb SMAD3 inh = 7%; EPAC2 ag = x; EPAC2 antag = x; Nrf2 activator = 4.1%; pAkt inh = x
Profile of O=C(O)CCSCCC(=O)O → Nrf2 block = -10%; A549 tox = -2%; CCT modulator = -0.5; Mm-Cpn inhibitor = -1%; TGFb SMAD3 inh = -4%; EPAC2 ag = 4%; EPAC2 antag = 4%; Nrf2 activator = -0.1%; pAkt inh = -106%*

An excerpt, so the mix of outcomes need not match the whole.
